TEAD-YAP inh: TEAD-YAP interaction inhibition, primary screen, TEAD-YAP interaction inhibitor project, luminescence, HEK-TIYL cells; TEAD-Gal4/YAP UAS-luciferase luminescence; inhibition, % at 9.12 µM; 640,000 tested, 1.4% active; in the data active = inhibition above about 32%;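 note: 0% = median of test compound wells and 100% = reference inhibitor wells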
GPR151 activ: activators of human GPR151, primary screen, cell-based, PathHunter beta-arrestin, luminescence; activation, % at 11.2 µM; PathHunter beta-arrestin GPR151 cells; AID 1508602, 2020; 650,000 tested, 1% active; G-protein coupled receptor 151 (Homo sapiens), Q8TDV0; in the data active = activation above about 4.9%;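 note: 0% = median of compound wells and 100% = cells with positive control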
Target sequence (Q8TDV0 whole entry, looked up): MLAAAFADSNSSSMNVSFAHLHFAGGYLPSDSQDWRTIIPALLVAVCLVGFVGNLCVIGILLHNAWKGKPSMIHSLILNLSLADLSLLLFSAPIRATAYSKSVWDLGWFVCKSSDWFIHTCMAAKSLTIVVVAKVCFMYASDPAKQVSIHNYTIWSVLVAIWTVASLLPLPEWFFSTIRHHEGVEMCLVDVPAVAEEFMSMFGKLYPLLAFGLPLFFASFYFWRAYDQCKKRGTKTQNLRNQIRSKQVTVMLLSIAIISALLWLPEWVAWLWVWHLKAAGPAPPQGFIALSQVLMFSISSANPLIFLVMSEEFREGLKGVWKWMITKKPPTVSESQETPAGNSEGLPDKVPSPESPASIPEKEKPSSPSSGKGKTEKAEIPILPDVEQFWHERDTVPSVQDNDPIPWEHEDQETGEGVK
FBW7 activator: FBW7 E3 ligase activators, primary screen, biochemical, AlphaScreen, human; F-box/WD repeat-containing protein 7 (Homo sapiens), Q969H0; AlphaScreen FBW7–phospho-cyclin E peptide binding, activator screen; normalized activity (activation), % at 26.1 µM; 650,000 tested, 0.13% active; in the data active = normalized activity above about 1.9%;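 note: purified mutant Fbw7 with reduced substrate affinity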
Target sequence (Q969H0 whole entry, looked up): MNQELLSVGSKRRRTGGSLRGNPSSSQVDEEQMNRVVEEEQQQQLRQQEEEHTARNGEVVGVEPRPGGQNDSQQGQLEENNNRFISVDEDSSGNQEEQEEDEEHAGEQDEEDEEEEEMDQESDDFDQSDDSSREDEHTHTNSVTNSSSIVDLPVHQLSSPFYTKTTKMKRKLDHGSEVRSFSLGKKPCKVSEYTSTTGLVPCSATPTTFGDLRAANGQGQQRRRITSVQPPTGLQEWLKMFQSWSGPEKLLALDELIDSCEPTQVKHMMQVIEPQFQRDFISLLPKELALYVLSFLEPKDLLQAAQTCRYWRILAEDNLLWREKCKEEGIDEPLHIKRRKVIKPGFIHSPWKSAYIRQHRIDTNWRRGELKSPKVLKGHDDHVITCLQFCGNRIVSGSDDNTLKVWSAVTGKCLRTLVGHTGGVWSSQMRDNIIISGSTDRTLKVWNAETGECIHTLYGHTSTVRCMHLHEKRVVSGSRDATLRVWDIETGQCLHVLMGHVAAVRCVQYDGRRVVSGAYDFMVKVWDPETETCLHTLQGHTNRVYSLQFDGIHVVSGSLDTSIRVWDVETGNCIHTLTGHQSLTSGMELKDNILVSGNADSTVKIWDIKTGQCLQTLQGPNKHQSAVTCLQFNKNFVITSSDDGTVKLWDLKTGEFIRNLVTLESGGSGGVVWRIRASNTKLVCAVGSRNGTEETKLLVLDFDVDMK
MITF inh: MITF inhibitors, primary screen, biochemical, AlphaScreen, human; Microphthalmia-associated transcription factor (Homo sapiens), O75030; AlphaScreen MITF homodimerization, bead proximity signal; inhibition, % at 2.6 µM; 650,000 tested, 0.91% active; in the data active = inhibition above about 50%;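 note: 0% = vehicle wells with protein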
* marks the source's active call; other numbers are inactive results; & = joins results of further samples. An unsorted share of the library. Share with any hit: about 3.4%.

Values run as follows: TEAD-YAP inh	GPR151 activ	FBW7 activator	MITF inh
> Cc1cc(C2C(C#N)=C(N)N(c3cc(C(F)(F)F)ccc3Cl)C3=C2C(=O)CCC3)c(C)s1 (stereo not given)
    -23	1.1	-0.1	-7
> Cc1cc(CN(C)C(=O)CC2C(=O)NCCN2CC(c2ccccc2)c2ccccc2)on1 (stereo not given)
    -6	1.9	-0.1	5
> COc1ccc(C(CC(=O)NC2CCCC2)NS(=O)(=O)c2ccc(OC)cc2)cc1 (stereo not given)
    15	0.2	0.0	-3
> COC(=O)CN(C#N)c1nc(N(C)C)nc(N(C)C)n1
    8	-1.1	0.5	11
> COc1cccc(C(=O)/C=C/c2cccc(F)c2)c1
    -23	-2.1	0.1	-18
> Cc1nc(N2CCC(C)CC2)c2c(C)c(C(=O)N3CCN(c4ccccc4)CC3)sc2n1
    5	0.7	0.0	-1
> Cc1c(C(C)NC(=O)c2csc3c2CCCC3)cnn1-c1ccccn1 (stereo not given)
    -18	-0.7	-0.1	-10
> COc1ccc(CC2(CO)CCN(S(=O)(=O)c3cc(F)ccc3C)CC2)cc1
    2	2.2	-0.1	9
> COc1ccccc1NC(=O)N(Cc1cc2ccc(C)cc2n2nnnc12)CC1CCCO1 (stereo not given)
    -12	-0.4	-0.1	14
> O=C(Nc1ccc(-c2cn[nH]c2)cc1)C1Cc2ccccc2O1 (stereo not given)
    -54	-1.5	0.2	13
> CCC(C)NC(=O)CSc1nc2ccsc2c(=O)n1-c1ccc(Br)cc1 (stereo not given)
    -1	3.0	-0.1	1
> COC(=O)c1ccc(COc2ccc3c(-c4ccccc4)cc(=O)oc3c2C)cc1
    -5	0.4	-0.1	12
> Nc1c(C(=O)Nc2ccc3c(c2)OCCO3)sc2nc(-c3cccs3)ccc12
    11	6.3*	0.0	-6
> Cc1cccc(NC(=O)/C(C#N)=C\c2ccc3c(c2)OCO3)c1
    -27	0.0	-0.1	-14
> COC(=O)c1ccc(-n2c(C)cc(/C=C3/SC(N)=NC3=O)c2C)cc1
    -4	-0.5	-0.1	10
> Cc1ccc(N(C)C(=O)Cn2c(=O)oc3cc(S(=O)(=O)N4CCCCC4)ccc32)cc1
    13	0.4	0.7	15
> COc1cc2c(cc1OC)C(C(=O)NCc1ccc(F)cc1)C(c1cccnc1)N(C)C2=O (stereo not given)
    -11	-0.1	-0.1	0
> O=C(c1ccco1)N1CCN(C2c3ccccc3-c3ccccc32)CC1
    -6	1.1	0.0	3
> CCOC(=O)C1CCN(CCC(=O)Nc2ccc3c(c2)OCO3)CC1
    2	2.4	0.0	3
> COc1ccccc1C=C1C(=O)OC(C)(c2ccccc2)OC1=O (stereo not given)
    8	-0.2	-0.1	-1
> COC(=O)C1=CN(C)C=C(C(=O)OC)C1c1ccc(OC)c(OC)c1
    -6	2.1	-0.1	1
> O=C(Nc1ccccc1)n1cc(Br)cn1
    -32	-2.0	0.8	14
> COc1ccc(C(=O)Nc2ncc3c(n2)CC(C)CC3=O)cc1 (stereo not given)
    -3	-0.4	0.1	25
> NS(=O)(=O)c1ccc(NC(=S)NC(=O)/C=C/c2ccc(F)cc2)cc1
    6	-1.4	0.8	25
> CCOc1ccc2nc(SCC(=O)N3c4ccccc4Sc4ccc(C(F)(F)F)cc43)sc2c1
    -2	-1.0	0.0	22
> COCCCn1c(=O)c(C#N)cc2c(=O)n3cc(C)ccc3nc21
    -5	1.9	-0.2	-7
> Cc1ccc(-n2cc(-c3ccccc3)c3c(Nc4cccc(F)c4)ncnc32)cc1
    -5	0.6	-0.1	-3
> COc1ccccc1CNC(=O)c1c(O)c2cc(OC)c(OC)cc2[nH]c1=O
    6	2.0	-0.1	-5
> Cc1cc(C(=O)COC(=O)c2ccc([N+](=O)[O-])o2)c(C)n1CC1CCCO1 (stereo not given)
    5	-2.3	0.0	-8
> CC(C)Sc1nnc(NC(=O)C23CC4CC(CC(C4)C2)C3)s1
    -22	-2.3	-0.1	2
> CC(=O)c1ccc(N2CCN(c3nc4ccccc4c4nc(-c5cccnc5)nn34)CC2)cc1
    -12	0.3	-0.1	7
> CC1(C)C=C(/C=C\c2ccccc2Cl)NC(=S)N1
    4	1.6	0.2	3
> CCSc1nnc(NC(=O)c2ccc([N+](=O)[O-])cc2[N+](=O)[O-])s1
    -2	-1.1	0.2	10
> CCOc1ccc(C(=O)N2CCN(c3ncnc4c3nnn4-c3cccc(F)c3)CC2)cc1
    -6	0.0	0.0	-9
> Nc1nc(-c2ccc(N3CCOCC3)nc2)nc2c1ncn2CCN1CCCC1=O
    -4	-1.8	0.1	16
> CC(=O)N1c2ccc(N)cc2C(C)(c2ccccc2)CC1(C)C (stereo not given)
    4	1.1	-0.1	4
> Cc1ccc2nc(CSc3nnc(NCc4ccccc4)s3)cc(=O)n2c1
    -2	0.9	-0.2	0
> CN(C)S(=O)(=O)c1ccc(C(=O)NCc2nnc(SCC(N)=O)o2)cc1
    -7	-0.8	0.2	15
> O=C(CSc1nnnn1-c1ccccc1)NC1CCCCC1
    -7	1.4	-0.2	-3
> O=C(CCN1C(=O)c2cccnc2C1=O)NCc1ccco1
    0	0.4	-0.2	20
> O=C(O)c1ccccc1N=Cc1cc(Cl)ccc1O
    0	1.1	0.0	14
> COc1ccc(-c2nn3c(N4CCCC4)cc(C)nc3c2C)cc1OC
    -22	-1.1	0.2	13
> CCOc1cc(C2C(C(=O)OC(C)C)=C(C)NC3=C2C(=O)CC(C)(C)C3)cc(Br)c1O (stereo not given)
    1	-0.1	0.0	8
> COc1ccc(-c2noc(CCC(=O)N(C)C)n2)cc1
    -26	-1.3	0.1	1
> O=C(Nc1cccc(Cl)c1)c1ccc(N(CCO)CCO)c([N+](=O)[O-])c1
    -6	-0.2	0.0	1
> O=C(COC(=O)c1c(F)cccc1F)NCCc1ccccc1
    -4	1.7	-0.1	-3
> O=C(c1cccn2c(=O)c3sccc3nc12)N1CCC2(CC1)OCCO2
    -3	-0.8	-0.1	-2
> O=C(NCCn1nc(-c2cccs2)ccc1=O)C1CCCO1 (stereo not given)
    -1	-0.1	0.0	1
> CCC(C)C(NS(=O)(=O)c1ccc(NC(C)=O)cc1)C(=O)O (stereo not given)
    2&11	-0.3&-0.1	0.5&0.2	-3&15
> Cc1ccc(C2=NN(CC(=O)NCCC(C)C)C(=O)CC2)cc1
    7	0.1	0.0	0

(continued)
Values run as follows: TEAD-YAP inh	GPR151 activ	FBW7 activator	MITF inh
> O=C(CC(O)(C(F)(F)F)C(F)(F)F)Nc1ccc(Cl)cc1Cl
    8	-0.1	0.3	-8
> Cc1nc(NCCNC(=O)Cc2ccc(F)cc2)cc(N(C)C)n1
    -1	2.0	0.0	7
> OCCC1CN(Cc2nc3c(s2)CCCC3)CCN1Cc1ccccc1 (stereo not given)
    -4	2.1	0.1	9
> COc1cccc2c1OC(c1ccc(F)c(F)c1)N1N=C(c3ccco3)CC21 (stereo not given)
    -47	-1.0	-0.1	12
> COc1ccccc1CN1C(=O)CN(C2CCCCCC2)C(=O)C1c1ccc(OC(C)C)c(OC)c1 (stereo not given)
    -5	1.2	0.7	-33
> CCc1cc(=O)oc2cc(OCc3ccc(C(=O)OC)cc3)ccc12
    -5	0.4	0.0	-10
> O=C(ON1C(=O)c2ccccc2C1=O)c1ccc(Br)cc1
    -2	-0.6	0.0	-5
> CS(=O)(=O)Nc1ccc(-c2cnc3cccc(Nc4ncccc4Cl)c3c2)cc1
    -14	-1.0	0.0	4
> Cc1cc(C)cc(N(C(C)C(=O)Nc2ccccc2Cl)S(C)(=O)=O)c1 (stereo not given)
    12	-0.2	0.1	12
> O=C(Nc1ccc2[nH]ncc2c1)c1cnccc1O[C@H]1CCN(Cc2ccccc2)C1
    -8	-0.8	0.6	17

An excerpt of the results above, for reference:
Values run as follows: TEAD-YAP inh	GPR151 activ	FBW7 activator	MITF inh
> Cc1cc(C)cc(N(C(C)C(=O)Nc2ccccc2Cl)S(C)(=O)=O)c1 (stereo not given)
    12	-0.2	0.1	12
> O=C(Nc1ccc2[nH]ncc2c1)c1cnccc1O[C@H]1CCN(Cc2ccccc2)C1
    -8	-0.8	0.6	17

Going on with the list.
Values run as follows: TEAD-YAP inh	GPR151 activ	FBW7 activator	MITF inh
> Cc1cc(C)cc(-n2nnc(C(=O)NCCc3ccccc3)c2N)c1
    -4	-0.3	-0.1	-2
> COc1cccc(CC2(CO)CCN(S(=O)(=O)c3ccc4ccccc4c3)CC2)c1
    -10	1.4	0.0	-4
> CCOc1cccc2c1NC(C)(C)c1sn(-c3ccc(C)c(C)c3)c(=S)c1-2
    7	1.0	0.1	-3
> CS(=O)(=O)c1ccc2nc(NC(=O)CSc3ccc(Cl)cc3)sc2c1
    14	2.7	0.1	-3
> CCOc1ccccc1/C=C1\N=C(c2ccc(C)c(C)c2)OC1=O
    -2	-0.1	-0.2	-8
> CCOC(=O)C(C(=O)OCC)C(C[N+](=O)[O-])c1ccc(-n2cncn2)cc1 (stereo not given)
    -1	-1.5	0.0	10
> COC(=O)c1cc(NS(=O)(=O)c2cc(Br)cc3c2N(C(C)=O)CC3)cc(C(=O)OC)c1
    -4	1.2	-0.2	-11
> CCC(C)(C#CCN1CCOCC1)OCCOCc1ccccc1 (stereo not given)
    3	-0.7	0.1	10
> CCOC(=O)C1=C(C)N=c2s/c(=C\c3ccccc3OC)c(=O)n2C1c1ccc2c(c1)OCO2 (stereo not given)
    -3	-0.3	0.0	-14
> C=C(C)CNC(=S)Nc1ccc(S(=O)(=O)Nc2cnc3ccccc3n2)cc1
    6	-1.0	-0.3	-4
> COc1cc(Nc2nc(NCc3ccc4c(c3)OCO4)nc3c2ncn3-c2ccsc2)cc(OC)c1OC
    17	0.8	-0.1	-2
> O=c1[nH]c(-c2cccnc2)nc2sc3c(c12)CCC3
    4	0.5	-0.1	0
> O=C1N[C@H](CO)C(=O)N2CCN(C(=O)c3cccs3)C[C@H]12
    -8	-2.1	0.1	3
> Cc1ccc(-n2cc(-c3ccccc3)c3c(N4CCC5(CC4)OCCO5)ncnc32)cc1
    2	-0.9	0.3	-11
> O=C(Nc1ccncc1)c1ccc2c(c1)C(=O)N(CC1CCCO1)C2=O (stereo not given)
    -8	-1.1	-0.2	6
> O=C(NCC1CCCN(Cc2ccc(O)cc2)C1)c1cccc2ccccc12 (stereo not given)
    -11	-1.0	-0.1	-9
> COc1cccc(CN2CCN(C(=O)c3cnn4cccnc34)[C@@H](C)C2)c1
    1	-0.2	-0.1	9
> COc1ccccc1C1CC(c2ccccc2)=NN1C(=O)CCCC(=O)O (stereo not given)
    -9	-1.9	0.2	20
> O=C(Nc1ccccc1Cl)NC1(C(=O)NCc2ccncc2)CCCCC1
    -5	1.4	0.0	-4
> O=C1OCCC1Sc1nnc(-c2cccs2)n1-c1ccccc1 (stereo not given)
    4	1.4	0.0	1
> O=C(O)C1CCCCC1C(=O)Nc1nc(-c2ccc(Cl)s2)cs1 (stereo not given)
    -2	0.7	-0.1	-1
> COc1ccc(N2CC(NC(=O)N(CCO)Cc3ccccc3)CC2=O)cc1OC (stereo not given)
    3	-0.6	-0.2	2
> Cc1ccc([N+](=O)[O-])cc1NC(=O)c1ccc(N2CCCCS2(=O)=O)cc1
    8	1.6	0.5	12
> CCCNc1ccnc2c(-c3ccccc3N(C)C)cnn12
    -39	0.1	0.3	3
> CCn1nc(C)n2c(cc3ccsc32)c1=O
    -12	-0.4	0.9	3
> Cc1ccc(S(=O)(=O)NC(Cc2ccccc2)C(=O)O)cc1C (stereo not given)
    9	-0.3	0.0	-3
> CCc1ccc(N(C(=O)c2csnn2)C(C(=O)NC(C)(C)CC)c2ccncc2)cc1 (stereo not given)
    -8	22*	-0.1	10
> C=CCOc1ccc(/C(O)=C2/C(=O)C(=O)N(CCCN3CCOCC3)C2c2ccc(Cl)cc2)c(C)c1 (stereo not given)
    -4	0.9	-0.1	-11
> c1cc(NC2=NCCCCC2)ccc1NC1=NCCCCC1
    7	-2.3	-0.1	-7
> O=C(NCCCCCCNC(=O)c1ccc(F)cc1)c1ccc(F)cc1
    -7	-0.1	0.0	-7

5 entries drawn at random from those above, as already listed:
Values run as follows: TEAD-YAP inh	GPR151 activ	FBW7 activator	MITF inh
> C=CCOc1ccc(/C(O)=C2/C(=O)C(=O)N(CCCN3CCOCC3)C2c2ccc(Cl)cc2)c(C)c1 (stereo not given)
    -4	0.9	-0.1	-11
> O=C(NCCCCCCNC(=O)c1ccc(F)cc1)c1ccc(F)cc1
    -7	-0.1	0.0	-7
> CCn1nc(C)n2c(cc3ccsc32)c1=O
    -12	-0.4	0.9	3
> CCCNc1ccnc2c(-c3ccccc3N(C)C)cnn12
    -39	0.1	0.3	3
> Cc1ccc([N+](=O)[O-])cc1NC(=O)c1ccc(N2CCCCS2(=O)=O)cc1
    8	1.6	0.5	12

The results go on.
Values run as follows: TEAD-YAP inh	GPR151 activ	FBW7 activator	MITF inh
> CC1(C)CC(=O)c2sc(NC(=O)CS(=O)(=O)c3ccc(F)cc3)nc2C1
    -3	0.7	0.2	17
> CC1(C)Nc2ccccc2C(=O)N1NS(=O)(=O)c1ccccc1
    2	2.1	0.0	7
> Cc1ccc(OCC(=O)N2CCN(c3ccccc3)CC2)cc1C
    2	0.8	-0.1	1
> CCCc1nnc(SCC(N)=O)n1CCOC
    8	1.2	1.4	15
> CCOc1ccc(N(C(=O)c2csnn2)C(C(=O)NC(C)(C)C)c2cccs2)cc1 (stereo not given)
    0	-0.5	0.1	10
> C=CCN1C(=O)/C(=C\c2ccc(Cl)cc2)C(C(=O)OCC)=C1C
    -1	-0.1	0.0	7
> CCCCSCCCNC(=O)CCN1N=C(c2ccc(CC)cc2)CCC1=O
    8	-0.2	0.1	-1
